Screening results: PubChem, NCI
All columns: NCI-60 one-dose screen, growth in % after 48 h at 10 µM unless noted; 100 = growth as untreated, 0 = no growth, -100 = all killed.
HL-60(TB) = HL-60(TB) leukemia cells; hit rate 9% among 78,000; AID 1794776; active = growth percent below 10
Active calls of the source: *; & = joins results of further samples; [ ] = remark or other dose. The list is partial (hit frequency here may not be typical).

cpd | SMILES | HL-60(TB)
1 | Cc1cccc(Nc2nc(-c3c(C)nc4ncccn34)cs2)c1 | 50
2 | CCCCC(C(C)=O)C(=O)OCC (stereo unspecified) | 101
3 | O=C(c1ccc(Cl)nc1)c1cccs1 | 95
4 | CCCn1cnc2c(c1=N)C(c1ccc(Cl)cc1)c1sc3c(CC)cccc3c1O2 (stereo unspecified) | 0.2*
5 | Nc1cc(C(=O)c2ccccc2C(=O)O)ccc1Cl | 93
6 | CCCCc1cn(CC(=O)Nc2nc3ccccc3s2)nn1 | 98
7 | CCOc1c(C=O)cccc1OC | 98
8 | CNC1=C([N+](=O)[O-])C(c2ccccc2O)C(C#N)=C(c2cccs2)O1 (stereo unspecified) | 75
9 | O=Cc1cn(C(c2ccccc2)c2c[nH]c3ccccc23)c2ccccc12 (stereo unspecified) | 97
10 | CC(=O)c1sc2nc(-c3cnccn3)cc(-c3cccs3)c2c1N | 107
11 | COc1cc(CNC(=O)CCCC/C=C/C(C)C)ccc1OCc1cn(-c2ccc(Cl)c(Cl)c2)nn1 | 90
12 | COc1ccc(-c2cc(-c3cc(OC)ccc3OC)nc(N)c2C#N)cc1 | 90

From no. 9 as far as 12, copied from above:
cpd | SMILES | HL-60(TB)
9 | O=Cc1cn(C(c2ccccc2)c2c[nH]c3ccccc23)c2ccccc12 (stereo unspecified) | 97
10 | CC(=O)c1sc2nc(-c3cnccn3)cc(-c3cccs3)c2c1N | 107
11 | COc1cc(CNC(=O)CCCC/C=C/C(C)C)ccc1OCc1cn(-c2ccc(Cl)c(Cl)c2)nn1 | 90
12 | COc1ccc(-c2cc(-c3cc(OC)ccc3OC)nc(N)c2C#N)cc1 | 90

Additional records follow:
cpd | SMILES | HL-60(TB)
13 | O=C(O)c1cn(C2CC2)c2cc(N3CCN(Cc4nnc(-c5ccc(Cl)cc5)o4)CC3)c(F)cc2c1=O | 57
14 | C=CC(=O)OCC(C)(C)[N+](=O)[O-] | 102
15 | COc1ccc(C2c3ccc4ccccc4c3Oc3ncn(CCCN(C)C)c(=N)c32)cc1 (stereo unspecified) | 105
16 | O=[N+]([O-])c1c(Cl)c(Cl)cc(Cl)c1Cl | 108
17 | Nc1c(N=Nc2ccc(-c3ccc(N=Nc4cc(S(=O)(=O)O)c5ccccc5c4N)cc3)cc2)cc(S(=O)(=O)O)c2ccccc12 | 103
18 | O=[N+]([O-])c1cccc2ccc(N/N=C/c3ccccc3O)nc12 | 50&41
19 | OC1CN=C(C(c2ccccc2)c2ccccc2)NC1 (stereo unspecified) | 126
20 | Cc1ccccc1Nc1nnc(-c2c[nH]c3ccccc23)o1 | -24*
21 | O=C(CCN1CCCCCC1)c1ccccc1 | 99
22 | NC(=O)c1c(NC(=O)c2ccc3ccccc3c2)sc2c1CCC(=O)C2 | 51
23 | O=C(Nc1nc(-c2ccccc2O)cs1)c1ccccc1CN1C(=O)c2ccccc2C1=O | 99
24 | Nc1nc2ccccc2nc1N | 101&99
25 | O=C1C(c2ccccc2)C2c3ccccc3-n3c2c2c(c(-c4ccccc4)c3=O)c3ccccc3n21 (stereo unspecified) | 105
26 | COc1cc(Cn2c(-c3nonc3N)nc3ccccc32)ccc1C | -3.7*
27 | Cc1ccc(C(N)(C(=O)O)c2ccccc2)cc1 (stereo unspecified) | 79
28 | O=C1Nc2ccc(Cl)cc2/C1=C/c1cccc(OCc2ccccc2)c1 | 8.8*
29 | Fc1nc(F)c2sccc2n1 | 98
30 | C=C(C)[C@@H]1CC=C2c3sc(Nc4cc(F)ccc4F)nc3C[C@@H](C)[C@]2(C)C1 | 91
31 | CCn1c(C)c(C(C)=O)c2c(-c3ccccc3)nc3ccccc3c21 | 100
32 | O=C(/C=C/c1ccccc1)CC(=O)c1ccccc1 | 90
33 | CC(=O)c1ccc2c(N)c(C(=O)Nc3ccc(C(F)(F)F)cc3)sc2n1 | 50
34 | COc1ccc(-c2nn(-c3ccc(C(=O)O)cc3)cc2CNc2ccccc2)c(F)c1 | 95
35 | CCOC(=O)c1ccc(NC(=O)CS(=O)(=O)c2ccccc2)cc1 | 98
36 | O=C1C(c2c[nH]c3ncccc23)=C(c2c[nH]c3ncccc23)C(=O)N1O | 88
37 | CNC1=C([N+](=O)[O-])C(c2cccc(Cl)c2Cl)C(C#N)=C(c2ccc[nH]2)O1 (stereo unspecified) | 94
38 | Nc1nc(SCc2ccccc2)c2ncn(C3CCCCC3)c2n1 | 60
39 | Oc1[nH]c2ccc(Cl)cc2c1/C=c1/cc2c(c(-c3ccc(F)cc3)n1)=Nc1ccccc1-2 | 88
40 | O=c1c(-c2ccccc2)c(O)n(-c2ccccc2)c(=S)n1-c1ccccc1 | 113
41 | COc1ccc(NS(=O)(=O)N2CCCCC2)cc1 | 115
42 | CCn1cc(-c2ccnc(NCCCNS(=O)(=O)c3ccccc3)c2)c(-c2cccc(O)c2)n1 | 101
43 | CCCCCCCCCCCCCCCC1=NCCN1 | -16*
44 | COc1cc(C(=O)/C=C/c2cc(-c3ccc4c(c3)OCO4)n[nH]2)cc(OC)c1OC | -17*
45 | OCC1CCC(O)C(CO)N1 (stereo unspecified) | 98
46 | Oc1ccc2ccccc2c1Sc1ccc2ccccc2c1 | 84
47 | COc1ccc2[nH]c(=O)ccc2c1 | 91
48 | CN(C1c2ccccc2Oc2ccccc21)S(=O)(=O)c1cc(Br)ccc1Br | 85
49 | CN1CCc2c(sc3nc4n(-c5ccc(Cl)cc5)c(=O)[nH]n4c(=O)c23)C1 | 89
50 | CCCCCCCCCCCCNC(=S)N/N=C/c1cc(Cl)ccc1O | 69
51 | Cc1cc2cc(C3C(C#N)=C(N)Oc4n[nH]c(C)c43)c(Cl)nc2cc1C (stereo unspecified) | 86
52 | COc1ccc([C@H]2[C@H](C(=O)Nc3cccc(C)n3)c3ccccc3C(=O)N2c2ccccc2)cc1 | 77
53 | CC(=O)Nc1ccc(C)c([N+](=O)[O-])c1 | 101&94
54 | CC1=C(C(=O)OCc2ccccc2)C(c2cn[nH]c2-c2ccc(OCc3ccccc3)cc2)NC(=S)N1 (stereo unspecified) | 62
55 | O=C1NC(=S)S/C1=C\c1cn(-c2ccccc2)nc1-c1ccccc1 | 105&34
56 | COC(=O)C(=O)C(C(=O)Nc1cccc(C)c1C)C1Sc2ccccc2NC1=O (stereo unspecified) | 60
57 | Cc1[nH][nH]c(=O)c1N=Nc1ccc(S(=O)(=O)N=C(N)N)cc1 | 109
58 | Cc1ccc(S(N)(=O)=O)cc1S(N)(=O)=O | 106
59 | Nc1cccc(=O)[nH]1 | 104
60 | Cc1nc(C(N)=O)nc2ccccc12 | 102

Reformatted as labelled records: four of the compounds above
#49 CN1CCc2c(sc3nc4n(-c5ccc(Cl)cc5)c(=O)[nH]n4c(=O)c23)C1
  HL-60(TB): 89

#52 COc1ccc([C@H]2[C@H](C(=O)Nc3cccc(C)n3)c3ccccc3C(=O)N2c2ccccc2)cc1
  HL-60(TB): 77

#50 CCCCCCCCCCCCNC(=S)N/N=C/c1cc(Cl)ccc1O
  HL-60(TB): 69

#58 Cc1ccc(S(N)(=O)=O)cc1S(N)(=O)=O
  HL-60(TB): 106

(listing goes on)
cpd | SMILES | HL-60(TB)
61 | Cc1ncoc1C(=O)O | 104
62 | COC(=O)c1ccccc1OC(=O)c1ccccc1 | 101
63 | C#Cc1cccc(Oc2ccccc2NC(=O)C=C)c1 | 97[8.25 µM]
64 | O=S(=O)(Cc1cc(-c2ccccc2)no1)N1CC=CC1 | 96
65 | CC(C)(C)C(=O)OC[C@H]1O[C@@H](n2c(=O)cc(N)[nH]c2=O)[C@H](O)[C@@H]1O | 102
66 | O=C(Cn1c(-c2ccccc2)nc2ccccc21)N=Nc1c(O)[nH]c2ccccc12 | 98
67 | NC1=NC(c2ccccc2)N=C(Nc2nn[nH]n2)N1 (stereo unspecified) | 99
68 | O=S(=O)(NCCNc1nccc(-c2c(-c3cccc(O)c3)nc3occn23)n1)c1ccc(Br)cc1 | 18
69 | CC(C)(C)c1ccc(OCCOC(=O)CBr)cc1 | 75
70 | COc1cc(-c2c3c(cn2S(=O)(=O)c2ccccc2)-c2nc(N)sc2CC3)cc(OC)c1OC | 13
71 | CCC([N+](=O)[O-])S(=O)(=O)c1ccc(C)cc1 (stereo unspecified) | 132
72 | Cc1ccc(S(=O)(=O)N(CC[C@@H]2C[C@H]2c2cc3ccccc3o2)S(=O)(=O)c2ccc(C)cc2)cc1 | 65
73 | CC(C)(C)Nc1nc2c(OCCc3ccccc3)cccn2c1-c1ccc(O)cc1 | -9.9*
74 | CO[C@@]1(NC(=O)Cc2cccs2)C(=O)N2C(C(=O)O)=C(COC(N)=O)CS[C@@H]21 | 100
75 | COc1cccc(/C=C2\Oc3cc(OCCCN4CCCC4)ccc3C2=O)c1OC | 96
76 | NNC(=O)c1ccc(Br)cc1 | 72
77 | COc1cc(C(=O)NNC(=O)c2cc(OC)c(OC)c(OC)c2)ccc1O | 74
78 | CCc1c(Cl)nc(N)nc1Nc1ccc(Br)cc1 | 88
79 | Nc1ccc(Oc2ccccc2)c(Cl)c1 | 119
80 | COc1cc2c(cc1OC)[C@@H]1N(CC2)C(=O)c2ccccc2[C@]1(C)C(=O)O | 110
81 | CC(C)NCC(C)(C)NC(Cc1ccccc1)c1ccccc1 (stereo unspecified) | 98
82 | CCN1CCN(C(=O)[C@]23CCC(C)(C)C[C@@H]2C2=CC[C@@H]4[C@@]5(C)C/C(=C/c6ccncc6)C(=O)C(C)(C)[C@@H]5CC[C@@]4(C)[C@]2(C)CC3)CC1 | -34*
83 | CC(C)C(NC(=O)[C@H](C(C)C)N1C(=O)c2ccccc2C1=O)C(=O)O (stereo partly specified) | 61
84 | C=CCOC(=O)C1=CNC2=C(C(O)CC(c3ccccc3)C2)C1c1ccc(O)cc1 (stereo unspecified) | 98
85 | Cn1c(I)c(C#C[Si](C)(C)C)c(=O)[nH]c1=O | -68*
86 | C=C(C)[C@@H]1CC[C@]2(C(=O)O)CC[C@]3(C)[C@H](CC[C@@H]4[C@@]5(C)C[C@@H](CC#Cc6ccc(C(F)(F)F)cc6)[C@H](O)C(C)(C)[C@@H]5CC[C@]43C)[C@@H]12 | 7.0*
87 | COc1cccc(C2CC(=O)Nc3c2c(C)nn3-c2nc3ccccc3[nH]2)c1OC (stereo unspecified) | 19
88 | OC1CCCN(Cc2ccccc2)C1 (stereo unspecified) | 114
89 | O=c1c(OCc2ccccc2)cccn1Cc1ccccc1 | 106
90 | COc1ccccc1C(C#N)N1CCCN(C(C#N)c2ccccc2OC)C1c1cc(Cl)cc(Cl)c1O (stereo unspecified) | 96
91 | O=C(/C=C/c1cn(-c2ccccc2)nc1-c1ccc(Br)cc1)NNC(=O)Nc1ccc(F)cc1 | 100
92 | CS(=O)(=O)Nc1ccc(C(=O)N=Nc2c(O)[nH]c3ccc(Cl)cc23)cc1 | 101
93 | O=C(Nc1ccccc1)c1sc(-c2ccc(F)cc2)cc1O | 71
94 | Cc1ccc2nc(N3C(=O)CSC3=S)sc2c1 | 101
95 | CC(=O)Nc1ccc(C)c(Nc2cc(-c3ccc(-n4cccn4)cc3)[nH]n2)c1 | 13
96 | C=CCNC(=S)/N=C/C(C(=O)Nc1ccccc1OC)=C(\C)O | 99
97 | CC(=O)[C@H]1CC[C@]2(C)[C@@H]1CC[C@@H]1[C@@]3(C)C/C(=C/c4cccnc4)C(=O)C(C)(C)[C@@H]3CC[C@]12C | 8.5*
98 | CN1CCN=C(c2ccccc2)c2cc(Cl)ccc21 | 58
99 | COc1ccc(/C=N\NC(=O)CCCCCCCCC(=O)N/N=C\c2ccc(OC)cc2)cc1 | 96
100 | O=S(=O)(Cc1ccccc1)C(Br)Br | 93
101 | COc1cc(C#N)c(NC(=S)N2CCN(C(=O)c3ccco3)CC2)cc1OC | 104
102 | CC(=O)Nc1ccc(/C=C(\C#N)c2ccc([N+](=O)[O-])cc2)cc1 | 102
103 | CCn1c(Sc2nnc(/N=C3\NC(=O)/C(=C/c4ccc(Cl)cc4)S3)s2)nc2c1c(=O)n(C)c(=O)n2C | 114
104 | COc1ccc(C(=O)Cn2cc(CN3CCN(c4cc5c(cc4F)c(=O)c(C(=O)O)cn5C4CC4)CC3)nn2)cc1OC | 98
105 | COc1cc(/C=C/c2cc(/C=C/c3ccc(O)c(OC)c3)n(-c3ccc(C(F)(F)F)cc3)c(=O)n2)ccc1O | 88
106 | Cn1cnc([N+](=O)[O-])c1S(=O)(=O)Oc1cccc2ccccc12 | 4.4*
107 | O=C(/C=C\c1ccc([N+](=O)[O-])cc1)OCCCCOC(=O)/C=C/c1ccc([N+](=O)[O-])cc1 | 105
108 | COc1ccccc1-n1c(Cc2cccc3ccccc23)nnc1SCC(=O)O | 101
109 | Nc1nc(N)c(N=Nc2ccc(S(=O)(=O)Nc3ncccn3)cc2)cc1N=Nc1ccccc1 | 71
110 | CC(=O)COc1ccccc1[N+](=O)[O-] | 118
111 | C=CCOC(=O)CCCCC | 104
112 | CSc1nnc(-c2cnn3c2NC(c2ccccc2)C3)n1-c1ccccc1 (stereo unspecified) | 89
113 | C/C(=N/O)c1ccc2c(c1)Cc1cc([N+](=O)[O-])ccc1-2 | 111
114 | Oc1ccc(-c2nnc(Cn3cnnc3)o2)cc1 | 94
115 | CCn1cc(C(=O)O)c(=O)c2cc(F)c(N3CCN(CC(=O)Nc4ccc(S(N)(=O)=O)cc4)C(C)C3)c(F)c21 (stereo unspecified) | 103
116 | CCc1ccccc1NC(=O)C1CCN(S(=O)(=O)c2cc([N+](=O)[O-])ccc2Cl)CC1 | 102
117 | COC(=O)c1c[nH]c2ccc3ccccc3c(=O)c12 | 133
118 | O=C(NCOC(O)C(Cl)(Cl)Cl)NCOC(O)C(Cl)(Cl)Cl (stereo unspecified) | 0.0*
119 | COc1ccc(-c2nc(C#N)c(N3CCC(S(=O)(=O)F)CC3)o2)cc1 | 93
120 | O=C(O)c1ccc(-c2nn(-c3ccc(C(F)(F)F)cc3)cc2CNc2ccc(C(F)(F)F)cc2)cc1 | 99
121 | Cc1ccc([C@@H]2C[C@@H]3Cc4cc(Cl)ccc4N2O3)o1 | 131
122 | COc1ccc(CN2CCN(Cc3ccccc3)CC2)c(O)c1 | 92
123 | CCC1=C[C@@H]2CN(C1)Cc1c([nH]c3ccccc13)[C@@](C(=O)OC)(c1cc3c(cc1OC)N(C)[C@H]1[C@@](O)(C(=O)OC)[C@H](OC(C)=O)[C@]4(CC)[C@@H]5C[C@@H]5CN5CC[C@]31[C@@H]54)C2 | -57*
